# pPAFAH FP inh – pPAFAH (human) enzyme inhibition; Q13093; actives 1.5% (n = 330,000); inhibition, % at 3.39 µM; AID 463082; recombinant pPAFAH, FP-rhodamine probe fluorescence polarization;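 active = inhibition above the mean inhibition across the screen plus 3 SD, cut at about 25% in these data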;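 note: inhibitors block binding of the rhodamine activity-based probe so polarization drops; 0% = enzyme with DMSO and 100% = wells lacking pPAFAH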
# Target sequence (Q13093 whole entry, looked up): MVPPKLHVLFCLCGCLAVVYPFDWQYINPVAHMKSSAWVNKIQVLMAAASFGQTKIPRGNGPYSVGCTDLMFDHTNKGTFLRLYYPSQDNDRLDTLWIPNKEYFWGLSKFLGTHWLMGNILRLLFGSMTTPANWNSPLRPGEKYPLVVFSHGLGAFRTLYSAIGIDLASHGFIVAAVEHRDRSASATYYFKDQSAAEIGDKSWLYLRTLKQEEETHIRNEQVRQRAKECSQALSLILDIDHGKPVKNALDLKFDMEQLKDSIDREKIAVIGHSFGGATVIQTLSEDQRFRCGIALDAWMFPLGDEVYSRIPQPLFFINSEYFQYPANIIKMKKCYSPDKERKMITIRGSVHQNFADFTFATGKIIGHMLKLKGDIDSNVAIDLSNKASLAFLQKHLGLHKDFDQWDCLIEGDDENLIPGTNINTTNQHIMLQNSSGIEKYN
# PAD4 inh – inhibitors of human PAD4; Q9UM07; inhibition, % at 6.36 µM; recombinant PAD4, RCA probe fluorescence polarization; actives 0.41% (n = 330,000); AID 485272;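 active = percent inhibition above a cutoff equal to the mean of all tested compounds plus 3 SD, cut at about 15% in these data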;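 note: 0% = PAD4 with RCA probe and DMSO and 100% = probe without PAD4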
# PME-1 primary – PME-1 (human) inhibition; recombinant PME-1, FP-Rh probe fluorescence polarization; inhibition, % at 5.9 µM; actives 0.53% (n = 320,000);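 active = inhibition above the campaign mean of all compounds plus 3 SD, cut at about 26% in these data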;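 note: competitive labeling of PME-1 active site by serine hydrolase directed probe; 0% = PME-1 with DMSO and 100% = wells lacking PME-1 enzyme; inhibitors block probe labeling so polarization falls and inhibition rises; many of its hits are not listed in these tables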
# LYPLA1 inh – counter-screen for PME1 inhibitors: inhibitors of human LYPLA1; O75608; recombinant LYPLA1, FP-Rh probe fluorescence polarization; inhibition, % at 5.9 µM; actives 0.16% (n = 320,000);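 active = inhibition above the mean of all tested compounds plus 3 SD, set per campaign, cut at about 14% in these data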;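 note: inhibitors block serine hydrolase probe labeling of LYPLA1 so polarization falls; 0% = enzyme with DMSO and 100% = wells lacking LYPLA1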
# Target sequence (O75608 whole entry, looked up): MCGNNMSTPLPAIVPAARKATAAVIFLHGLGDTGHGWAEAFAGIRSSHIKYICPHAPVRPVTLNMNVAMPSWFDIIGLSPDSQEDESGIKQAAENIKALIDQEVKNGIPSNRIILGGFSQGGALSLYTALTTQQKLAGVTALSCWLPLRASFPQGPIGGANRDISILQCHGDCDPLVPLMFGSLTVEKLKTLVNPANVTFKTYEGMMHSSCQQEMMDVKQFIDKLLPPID
# LYPLA2 counter – counter-screen for PME1 inhibitors: inhibitors of human LYPLA2 | actives 0.38% (n = 320,000) | recombinant LYPLA2, FP-Rh probe fluorescence polarization | inhibition, % at 5.9 µM | AID 2177;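 active = inhibition above the screen-wide mean plus 3 SD, limit set per campaign, cut at about 26% in these data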;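 note: 0% = LYPLA2 with DMSO and 100% = wells lacking LYPLA2 enzyme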
# PAFAH1B3 FP inh – PAFAH1B3 (human) inhibition | Q15102 | recombinant PAFAH1B3, FP-rhodamine probe, fluorescence polarization | inhibition, % at 3.39 µM | actives 0.28% (n = 340,000) | AID 492972;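 active = inhibition above the screen-wide average of all tested compounds plus 3 SD, cut at about 25% in these data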;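 note: 0% = enzyme with DMSO only and 100% = wells lacking PAFAH1B3 protein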
# Target sequence (Q15102 whole entry, looked up): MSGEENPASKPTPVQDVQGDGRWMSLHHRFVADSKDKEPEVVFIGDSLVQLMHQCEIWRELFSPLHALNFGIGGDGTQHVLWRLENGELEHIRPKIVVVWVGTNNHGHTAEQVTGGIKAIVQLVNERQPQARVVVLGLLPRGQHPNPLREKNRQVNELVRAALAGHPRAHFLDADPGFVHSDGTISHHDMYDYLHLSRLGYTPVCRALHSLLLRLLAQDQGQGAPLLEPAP
# PAFAH1B2 inh – blocks human PAF acetylhydrolase 1b catalytic subunit 2; P68402; recombinant PAFAH1B2, FP-rhodamine activity probe, fluorescence polarization; inhibition, % at 3.39 µM; actives 1.2% (n = 340,000); AID 492953;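 active = inhibition above the mean of all tested compounds plus 3 SD, cut at about 24% in these data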;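 note: 0% = enzyme with DMSO and 100% = wells lacking PAFAH1B2; many of its hits are not listed in these tables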
# PREPL inhibitor – inhibits the human prolyl oligopeptidase-like enzyme | actives 0.68% (n = 320,000) | recombinant PREPL, fluorescence polarization activity-based probe | Q4J6C6 | AID 2751 | inhibition, % at 5.96 µM; in the data active = inhibition above about 43%;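 note: 0% = enzyme with DMSO and 100% = wells lacking enzyme; many of its hits are not listed in these tables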
# GSTO1 inh – GSTO1 inhibition, counter-screen for RBBP9 inhibitors | actives 1.1% (n = 300,000) | recombinant GSTO1, activity-based probe fluorescence polarization | inhibition, % at 5.96 µM | AID 1974;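 active = inhibition above the campaign mean inhibition plus 3 SD, cut at about 35% in these data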;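 note: 0% = GSTO1-1 with DMSO and 100% = wells lacking GSTO1-1 enzyme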
# * marks the source's active call; other numbers are inactive results; · = no result given. Some of the compounds tested (hit frequency here may not be typical).
SMILES,pPAFAH FP inh,PAD4 inh,PME-1 primary,LYPLA1 inh,LYPLA2 counter,PAFAH1B3 FP inh,PAFAH1B2 inh,PREPL inhibitor,GSTO1 inh
COc1ccc(/C=c2/sc3n(c2=O)C(c2ccccc2OC)C2=C(N=3)c3ccccc3CC2)cc1O (centres undefined),9.1,-3.5,11.6,-10.1,-8.1,0.1,0.1,5.0,-5.8
O=C(C(c1ccccc1)c1ccccc1)N1CCC(c2nc(-c3ccccc3Cl)no2)CC1,-11.0,-2.0,-8.2,-2.9,-0.3,-10.3,2.2,-9.6,7.1
CCN(CC)C(=O)CSc1nc2cc3c(cc2c(=O)n1CCCC(=O)NCc1ccc(OC)cc1)OCO3,-2.5,0.6,-7.6,1.0,3.7,1.9,-1.4,-33.5,-1.1
CCOc1ccc(S(=O)(=O)NCc2ccco2)cc1,7.9,4.0,-0.8,-0.8,1.0,11.1,2.0,-2.2,4.6
O=C(O)CCCN1C(=O)C2C3C=CC(C2C1=O)C1C(=O)N(CCCC(=O)O)C(=O)C31 (centres undefined),1.7,1.1,0.0,-2.3,-2.1,2.6,-1.5,-3.2,3.7
CSCCC(NS(=O)(=O)c1ccc(C)cc1)C(=O)Nc1ccc(C)cn1 (centres undefined),0.1,-3.8,0.8,-1.1,-3.1,-3.4,2.3,7.6,-1.6
Cc1sc(NC(=O)c2ccccc2)c(C#N)c1-c1ccccc1,1.4,-1.8,-14.8,-8.7,-3.6,-4.1,10.9,-9.9,-2.9
COC(=O)c1c(C)noc1-c1snnc1C,3.4,0.3,-1.4,-4.8,-1.7,·,·,-1.2,-3.2
O=c1c2ccccc2c(-c2ccccc2)nn1Cc1ccccc1,1.3,1.2,-2.2,-4.3,5.1,-0.8,4.2,-7.4,0.2
O=C(COC(=O)c1ccc([N+](=O)[O-])o1)NC1CCCCC1,12.3,-9.3,·,·,·,14.9,8.4,4.1,·
Cc1ccc(CNC(=O)COC(=O)c2ccc(Cl)c(N)c2)cc1,3.1,-0.6,0.1,-2.4,5.5,4.1,-0.8,-6.2,1.9
COc1cccc(NC(=O)N2CCN(c3nnnn3-c3ccccc3)CC2)c1,2.5,2.6,6.2,-0.9,4.8,14.1,6.6,2.5,13.5
COc1ccccc1CNC(=O)C1CCN(c2nc3ccccc3o2)CC1,12.2,23.0*,3.7,-1.0,7.1,8.8,2.1,1.1,-2.0
Cc1cccc(CNc2ccc(C(CC(N)=O)NC(=O)Cc3cccc4ccccc34)cc2[N+](=O)[O-])c1 (centres undefined),0.8,2.2,-10.9,-8.1,-11.4,-2.7,18.1,-9.4,-2.3
CC(C)NS(=O)(=O)c1ccc(OCC(=O)NCC2CCCO2)c(Cl)c1 (centres undefined),2.2,4.2,2.5,-0.9,6.0,-2.1,6.0,20.6,13.5
Cc1ccc(N(CC(O)Cn2nc(C)cc2C)S(=O)(=O)c2ccc3ccccc3c2)cc1 (centres undefined),5.5,-2.5,-2.7,1.1,3.4,3.9,0.5,-2.1,18.9
COC(=O)Cn1c(=O)c2c(nc(Br)n2Cc2ccccc2Cl)n(C)c1=O,4.6,3.4,1.9,0.6,-4.4,9.0,0.0,-9.0,6.1
CC1CC(NC(=O)c2ncn[nH]2)CC(C)(C)C1 (centres undefined),-2.9,-0.9,-5.9,-3.0,-2.3,4.8,17.9,-2.9,18.4
COc1ccc(NC(=O)c2ccc(-n3cnnn3)cc2)c([N+](=O)[O-])c1,-1.2,-6.0,-2.8,-6.0,-8.0,-7.2,2.6,-0.3,6.1
O=C(CCOc1ccccc1)Nc1ccc([N+](=O)[O-])cc1,3.9,-5.3,4.3,-2.6,2.7,3.0,4.6,12.3,5.2
Cc1ccccc1S(=O)Cc1ccc(C(=O)NCCCN2CCCCC2)o1 (centres undefined),2.6,4.3,-3.0,2.0,1.3,4.4,1.6,-11.1,-1.1
COC(=O)c1cc(C(=O)NCc2ccc3c(c2)OCO3)cc([N+](=O)[O-])c1,4.6,1.1,6.5,1.7,7.3,3.6,1.1,9.9,4.8
O=C1CCCC2=C1C1(CCCC1)N=C(Nc1nc3ccccc3s1)N2,1.8,0.5,-1.6,0.1,6.4,-1.5,2.4,1.6,-1.6
CSc1ccccc1OCc1cc(C(=O)NCCN2CCCC(O)C2)no1 (centres undefined),0.4,7.2,2.6,-4.5,-9.4,-9.2,-5.9,3.3,7.3
O=C(NCCCn1ccnc1)c1csc2ccccc12,2.6,0.9,-2.2,0.8,1.7,6.4,1.7,12.3,4.6
SMILES,pPAFAH FP inh,PAD4 inh,PME-1 primary,LYPLA1 inh,LYPLA2 counter,PAFAH1B3 FP inh,PAFAH1B2 inh,PREPL inhibitor,GSTO1 inh
CC(C)N1CCN(Cc2cccn2-c2ccccn2)CC1CCO (centres undefined),0.2,2.4,4.5,-1.1,-1.5,9.6,0.1,5.9,3.4
C=C1CC2C(=O)N(Cc3ccccc3)C(C(=O)OCC)(C(=O)OCC)C1N2C(=O)OC(C)(C)C (centres undefined),1.3,2.3,-0.3,-2.0,-1.2,13.3,6.3,-0.9,1.3
Cc1ccc(C(=O)N/C(=C\c2ccco2)C(=O)N2CCCCC2)cc1,5.8,-1.4,0.6,-1.9,-0.1,1.8,2.8,-0.3,5.4
O=C(O)CCC(=O)NNc1ncnc2ccccc12,-1.3,3.0,-1.5,2.5,11.7,-0.1,1.9,1.6,5.8
Cc1nc(N2CCOCC2)[nH]c(=O)c1C,0.9,4.2,-1.0,-0.9,-5.3,6.2,6.4,2.0,3.7
Clc1ccccc1C1Nc2cccc3cccc(c23)N1,12.0,-2.5,12.0,-0.3,2.0,9.0,-0.3,12.6,43.0*
COc1ccccc1CNC(=O)C(C)NS(=O)(=O)c1ccc(C)cc1 (centres undefined),1.9,-7.3,-4.3,-1.2,-5.5,8.3,3.0,-5.5,-2.2
O=c1[nH]c(CN2CCN(S(=O)(=O)c3cccs3)CC2)nc2c(Br)cc(Br)cc12,-1.5,-0.6,-0.9,-0.8,4.1,3.0,-3.8,4.1,-1.3
CC1CN(S(=O)(=O)c2cc(C(=O)NCCCN3CCCC3=O)ccc2Cl)CC(C)O1 (centres undefined),-1.4,0.8,·,·,·,2.5,-3.0,1.9,·
O=C(CN1C(=O)NC2(CCc3ccccc3C2)C1=O)Nc1ccc(Cl)cc1F (centres undefined),-4.5,6.0,5.5,0.9,2.4,-6.8,4.1,17.9,-7.2
Cc1nnc2ccc(-c3ccc(NS(C)(=O)=O)cc3)nn12,-5.7,-2.0,1.9,-5.2,-6.6,4.7,-0.7,10.2,5.0
Clc1ccc(Cl)c2sc(N3CCCC3)nc12,-8.7,2.8,1.0,-2.2,-3.2,8.9,-0.7,17.3,3.4
Cc1cc(C)c(NC(=O)CSc2nc(=O)n3cc(C)ccc3n2)c(C)c1,3.3,1.7,4.8,-0.4,-4.3,13.2,-6.1,1.5,3.9
COc1cccc(/C=N/NC(=O)CCNc2n[nH]c(=O)[nH]c2=O)c1OC,6.0,-1.6,1.1,-1.4,5.1,3.5,-0.7,5.2,-3.4
COC(=O)c1ccc(/C=N/NC(=O)CC(=O)NCC(C)C)cc1,-1.1,-6.5,-1.9,0.6,6.0,5.0,1.0,-7.0,-6.0
NC(N)=Nc1nc2cc([N+](=O)[O-])ccc2o1,2.4,-5.4,1.9,6.0,14.3,1.9,7.5,-2.0,9.4
N#CCSc1ncnc2c1cnn2CCO,2.0,0.0,0.9,-4.5,-1.2,1.3,-1.5,-1.1,10.1
CC1Cn2c(nc3c2c(=O)[nH]c(=O)n3C)O1 (centres undefined),4.6,-1.4,6.8,-5.3,5.5,3.6,3.6,-4.9,11.2
CCOC(=O)C1CCN(c2cc(=O)n(-c3ccc(OC)cc3)c(=O)[nH]2)CC1,-1.1,-3.0,-1.8,-0.9,-2.6,0.4,6.0,12.9,14.0
Cc1cc(N2CCN(C(=O)c3ccco3)CC2)n2nc(C)nc2n1,-6.6,-6.1,4.7,0.0,-1.1,2.1,2.0,13.5,3.9
CCn1c(Cc2ccccc2)nnc1SCC(=O)Nc1nc(C)cs1,1.6,1.4,0.5,-3.2,-4.0,6.5,0.4,-1.8,6.9
Cc1ccccc1NC(=O)c1cc(S(=O)(=O)N2CCOCC2)ccc1F,-3.3,-1.9,3.8,0.8,-7.2,7.8,7.5,24.3,2.9
CN(C)c1ccc(/C=N/NC(=O)c2nnn(-c3nonc3N)c2CN(C)c2ccccc2)cc1,4.7,-5.0,-2.0,-1.7,-4.9,11.8,0.6,18.5,8.7
COc1cccc(NC(=O)c2ccccc2N(Cc2ccccc2)S(C)(=O)=O)c1,3.4,-1.4,-3.9,-2.2,-4.4,9.8,2.7,-7.3,0.8
O=C(CCC1CCCC1)N=C1SC2CS(=O)(=O)CC2N1c1ccccc1F (centres undefined),-4.3,5.5,-4.5,-1.2,0.3,2.5,10.0,16.8,-3.0
SMILES,pPAFAH FP inh,PAD4 inh,PME-1 primary,LYPLA1 inh,LYPLA2 counter,PAFAH1B3 FP inh,PAFAH1B2 inh,PREPL inhibitor,GSTO1 inh
CC(Nc1ccc2c(c1)OCCO2)C(=O)N1CCc2ccccc21 (centres undefined),2.8,-3.4,2.9,2.6,-3.1,3.2,4.5,3.6,-1.8
O=C(Nc1ccc(F)c(F)c1)c1cccnc1,-4.7,3.0,-7.4,0.6,6.3,2.9,3.1,-9.2,-3.2
NS(=O)(=O)c1ccc(CCNC(=O)CSc2ccc(Cl)cc2Cl)cc1,3.5,1.6,2.5,1.2,2.2,1.5,8.3,-3.7,-8.2
CCOC(=O)C(=O)Nc1sc(C(=O)N2CCOCC2)c(C)c1C#N,-1.8,-0.8,-4.0,2.9,-6.8,-1.9,5.6,-6.7,-2.3
CC(=O)NC(C(=O)N1CCC(c2nc3ccccc3s2)CC1)C(C)C (centres undefined),-1.7,2.6,1.7,3.3,-3.1,-0.3,4.4,14.9,0.3
COc1ccc(C(=O)COC(=O)CCn2nnc(-c3cccs3)n2)cc1,9.4,0.6,-1.5,0.3,3.6,0.2,2.9,-3.0,10.5
Cc1ccc(NC2CCCN(C(=O)c3ccoc3)C2)cc1C (centres undefined),1.4,0.1,-0.2,3.6,6.1,6.0,-1.1,22.9,1.4
O=C(COc1ccccc1)NCC1(N2CCCCC2)CCCCC1,-5.2,-6.2,-9.0,7.4,5.5,-1.0,-1.4,30.1,2.5
CCC(=O)NC(=S)Nc1ccc(NC(=O)CC)cc1,-0.6,-7.2,4.3,2.4,5.2,5.3,5.4,7.4,-3.0
CN(Cc1cn(C)nc1-c1cccc(Cl)c1)CC1CCCCO1 (centres undefined),1.2,-2.9,-2.1,4.6,0.6,4.3,4.6,7.9,-3.5
C/C=C(/C)C(=O)O[C@@H]1Cc2c(ccc3ccc(=O)oc23)OC1(C)C,0.0,5.9,·,·,·,10.4,13.5,20.9,·
COc1ccc2c(-c3ccccc3)cc(SCC(=O)N(C)C)nc2c1,33.0*,-2.5,2.3,1.2,0.5,4.9,-0.6,1.3,-11.0
COC(=O)[C@H](CO)NS(=O)(=O)c1ccc(C)cc1,4.5,4.7,·,·,·,5.3,5.5,·,·

# Screening results deposited in PubChem BioAssay by The Scripps Research Institute Molecular Screening Center.
